Bioassay records (PubChem)
GalR3 antag: GalR3 antagonists in HEK293 cells, primary screen, cell-based, fluorescence readout. Galanin receptor type 3 (Homo sapiens), O60755. HEK293 GalR3-CNG cAMP membrane potential fluorescence; galR3 body fused to GalR1 C-terminus. actives 0.44% (n = 360,000). inhibition, % at 3 µM;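 active = inhibition above the screen-wide average plus 3 SD, cut at about 13% in these data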;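 also: forskolin and galanin both at EC90 stimulate the cells; cAMP rise reported by CNG channel membrane potential dye signal; 0% = forskolin plus galanin with DMSO and 100% = forskolin alone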
MEKK3 PB1 HTS: modulators of MEKK3-MEK5 PB1 binding, primary screen, biochemical, wildtype MEKK3, multiplex bead flow cytometry, Alexa488-MEK5; bead-based flow cytometry, Alexa488-MEK5 binding to MEKK3; actives lie on both sides; 0 = blocked by unlabeled MEK5, 100 = vehicle; actives 1.4% (n = 290,000); AID 1529, 2009; binding response (% of control), % at 10 µM; Mitogen-activated protein kinase kinase kinase 3 (Homo sapiens), Q99759;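 active = binding response more than 3 SD above or below the average of its plate-row segment, actives on both sides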;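 also: Alexa488 bead fluorescence after subtracting the streptavidin-only scavenger bead signal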
Target sequence (Q99759 whole entry, looked up): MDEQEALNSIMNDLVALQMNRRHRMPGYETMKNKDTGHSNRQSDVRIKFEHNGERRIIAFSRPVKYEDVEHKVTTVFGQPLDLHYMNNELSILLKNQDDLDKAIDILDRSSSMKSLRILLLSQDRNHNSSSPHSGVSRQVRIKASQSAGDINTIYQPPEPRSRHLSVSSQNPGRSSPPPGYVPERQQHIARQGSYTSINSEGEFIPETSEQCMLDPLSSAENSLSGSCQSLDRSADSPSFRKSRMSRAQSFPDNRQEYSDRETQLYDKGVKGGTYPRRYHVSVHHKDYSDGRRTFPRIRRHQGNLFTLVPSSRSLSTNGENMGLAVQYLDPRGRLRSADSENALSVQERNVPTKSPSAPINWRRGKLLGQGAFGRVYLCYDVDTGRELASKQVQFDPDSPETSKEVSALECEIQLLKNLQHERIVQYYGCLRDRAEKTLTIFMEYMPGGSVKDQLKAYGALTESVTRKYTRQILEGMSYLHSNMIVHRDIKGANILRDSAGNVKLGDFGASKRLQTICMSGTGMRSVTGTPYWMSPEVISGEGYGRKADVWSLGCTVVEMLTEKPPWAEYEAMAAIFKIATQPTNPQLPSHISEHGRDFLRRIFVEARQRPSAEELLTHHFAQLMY
CRFR2-BP antag: antagonists of CRF-BP/CRF-R2 complex, primary screen, cell-based, HEK293, calcium dye fluorescence, uHTS; CRF-induced calcium fluorescence; inhibition, % at 11.8 µM; actives 0.59% (n = 350,000); AID 588475, 2011;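 active = inhibition of the ligand-induced calcium signal above about 50% at the single tested concentration, limit read from the data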
p-CIP stab down: p/CIP-EGFP fusion destabilizers, primary screen, fluorescence, F442A cells | Q05BA5 | 16 h | decrease of EGFP signal, % at 10 µM | actives 0.01% (n = 290,000);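 active = EGFP signal decrease of at least 30% at 10 µM or well 3 SD below plate mean, unless failing retest; inactive = the rest, including hits failing retest or dose response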; also: some compounds called inactive have numbers as strong as hits; many of its hits are not listed in these tables
IDE inh: human IDE inhibitors in live cells, primary screen, fluorescence polarization, HEK cells, FAbetaB substrate. actives 0.41% (n = 320,000). inhibition, % at 5.59 µM. Insulin-degrading enzyme (Homo sapiens), P14735. FAbetaB cleavage;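 active = percent inhibition above the average of all tested compounds plus 3 SD, set per screening campaign, cut at about 16% in these data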;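 also: IDE supplied by intact live HEK cells; FP after avidin binding of uncleaved biotin substrate so inhibition keeps polarization high; 0% = DMSO wells and 100% = 60 µM reference IDE inhibitor Ii1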
CHRM4 PAM: human M4 muscarinic receptor positive allosteric modulators, primary screen, CHO-K1 cells, Fluo-8 calcium fluorescence; actives 0.4% (n = 360,000); CHO-K1 hM4/Gqi5, ACh EC20; 0% = ACh EC20, 100% = maximal ACh; activation, % at 3 µM;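 active = activation above its plate's cutoff, the mean activation of sample wells plus 3 SD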; also: some results filed as inactive read as strong as hits
IDE act: human IDE activators in live cells, primary screen, fluorescence polarization, HEK cells, FAbeta-B substrate; Insulin-degrading enzyme (Homo sapiens), P14735; FAbeta-B cleavage; 0% vehicle, 100% cell-free pure enzyme wells; activation, % at 5.96 µM; actives 0.073% (n = 340,000); AID 493087, 2011;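 active = activation above the mean of all tested compounds plus 3 SD, set per screening campaign, cut at about 17% in these data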
PHOSPHO1 inh: PubChem AID 1565; Phosphoethanolamine/phosphocholine phosphatase (Homo sapiens), Q8TCT1; recombinant PHOSPHO1, absorbance phosphatase assay; inhibition, % at 13.3 µM; actives 1.1% (n = 290,000); in the data active = inhibition above about 60%
Target sequence (Q8TCT1 whole entry, looked up): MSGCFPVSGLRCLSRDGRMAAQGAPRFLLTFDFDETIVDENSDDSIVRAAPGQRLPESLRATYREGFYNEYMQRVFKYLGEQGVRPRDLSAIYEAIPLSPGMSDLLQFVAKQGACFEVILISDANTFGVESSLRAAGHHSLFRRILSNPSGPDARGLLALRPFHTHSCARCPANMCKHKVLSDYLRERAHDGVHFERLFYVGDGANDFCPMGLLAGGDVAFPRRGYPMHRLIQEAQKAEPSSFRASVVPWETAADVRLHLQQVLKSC
CRFR2-BP ag: agonists of CRF-BP/CRF-R2 complex, primary screen, cell-based, HEK293, calcium dye fluorescence, uHTS; actives 0.46% (n = 350,000); AID 588473, 2011; CRF-binding protein / CRF receptor 2 complex (human); activation, % at 13.2 µM; calcium dye fluorescence (FLIPR); percent of saturating CRF peptide response;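 active = activation of at least 50%, plus an integration ratio under a set limit after plate pattern correction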;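 also: plate controls were neutral control wells without compound for no effect and CRF at EC100 for full effect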
The depositor's hits bear a star; . = no result given.

GalR3 antag	MEKK3 PB1 HTS	CRFR2-BP antag	p-CIP stab down	IDE inh	CHRM4 PAM	IDE act	PHOSPHO1 inh	CRFR2-BP ag	mol
2	93	-12	7	4	8	7	50	0.4	O=C(NCc1ccc2c(c1)OCO2)c1ccc(CS(=O)Cc2cccc(Cl)c2)o1 (stereo unspecified)
-2	96	3	-4	5	1	3	-8	-0.6	CC(=O)Nc1ccc(NC(=O)C2CC(=O)N(c3cccc(C)c3C)C2)cc1 (stereo unspecified)
-2	103	-3	3	-1	20	3	-15	0.2	CN(C)/C=C1\C(=O)N(c2ccc(Cl)cc2)CS1(=O)=O
-3	.	9	.	.	2	.	.	-0.3	COCCn1c(=S)[nH]c2cc(C(=O)NCc3ccc(F)cc3)ccc2c1=O
-4	102	4	-5	-3	3	5	43	-0.7	O=C(NCc1ccc(N2CCCC2=O)cc1)C1CCC(=O)N(Cc2ccccc2F)C1 (stereo unspecified)
-2	101	-5	7	.	-7	0	16	0.6	COCCNC(=S)Nc1cc(OC)c(OC)cc1C#N
-5	.	-1	.	2	0	1	.	-0.4	O=C(COc1ccc(F)cc1)NCCNC(=O)COc1ccc(F)cc1
-4	100	-3	-5	4	-15	1	9	-0.3	CC1CCN(C(=O)CCc2nc3cc(S(=O)(=O)N(C)C)ccc3n2C)CC1
-4	105	-7	-8	4	3	1	10	6.5	Cc1ccc(S(=O)(=O)n2nc(-c3ccc(Cl)cc3)nc2NCc2ccco2)cc1
-1	106	-8	3	2	-10	6	12	0.7	CN(CC(=O)Nc1ccccc1-c1ccccc1)Cc1ccccc1Cl
2	96	22	-4	2	0	-3	-6	5.3	O=C(CC1C(=O)OCN1C(=O)OCc1ccccc1)OCC(=O)c1ccccc1 (stereo unspecified)
-9	81	10	10	7	9	4	-1	-0.7	CCOC(=O)C1CCN(S(=O)(=O)c2ccc(C(C)=O)cc2)CC1
-6	98	-13	0	-2	0	-1	-3	1.3	CC(C)=CCN1CCN(Cc2cccc3c2OCO3)CC1CCO (stereo unspecified)
-3	.	2	.	.	0	.	.	1.8	C[C@@H]1CCCCO[C@H](CN(C)S(=O)(=O)c2cccs2)[C@H](C)CN([C@@H](C)CO)C(=O)c2cc(NC(=O)NC3CCCCC3)ccc2O1
-4	109	-48	0	-3	2	6	-6	6.3	CC(C)c1ccccc1NC(=S)NC1CCN(Cc2ccccc2)CC1
1	97	6	-19	3	1	-5	36	0.8	CCCCNCc1cc(Br)c(OCC(=O)N2CCOCC2)c(OC)c1
-6	105	4	-116	-1	-6	7	.	0.2	O=C(CCC(=O)Nc1cccc(C(F)(F)F)c1)NCC1CCCO1 (stereo unspecified)
-6	.	-5	.	0	8	-2	.	13	C=C[C@H](CC(C)C)N(Cc1ccccc1)S(=O)(=O)N(Cc1ccc(OC)cc1)[C@H](C=C)CC(C)C
2	.	0	.	.	3	-4	.	0.8	O=C(NCCNCc1cccc(Cl)c1)c1ccco1
-3	.	-14	.	7	6	.	.	-0.9	Cc1ccc(S(=O)(=O)N2CC[C@@H]2C(=O)O)cc1
0	98	38	0	-1	2	1	-14	-1.7	CCN(CC)S(=O)(=O)c1ccc(/C(O)=C2/C(=O)C(=O)N(CCOC)C2c2ccccc2)cc1 (stereo unspecified)
3	101	8	9	9	11	-2	19	-1.9	Cc1ccc2c(c1)N(CCC(=O)NCc1ccc3c(c1)OCO3)C(=O)CO2
-9	100	7	-15	-1	-3	-2	30	-1.7	O=C(Nc1ccc(Br)cc1)C1CC(O)CN1C(=O)OCc1ccccc1 (stereo unspecified)
-6	116	-13	0	1	0	-3	33	0.6	C(=N\Nc1nc(-c2ccccc2)cs1)/c1cccs1
-6	96	13	.	-8	.	.	.	-2.2	O=C(C1=C[C@H](c2csc3ccccc23)C[C@H](OCc2ccc(CO)cc2)O1)N1CCCCCCC1
-4	105	-2	-14	1	23*	-2	13	1.6	COc1ccc(C(=O)c2ccccc2)c(OCC(=O)N(C)C)c1
-2	97	-1	.	0	4	-3	.	0.2	C=CC1=C(C(=O)O)N2C(=O)[C@@H](NC(=O)/C(=N/OCC(=O)O)c3csc(N)n3)[C@H]2SC1
-7	98	6	0	1	-4	-3	43	0.3	CCOC(=O)C1CCN(C(=O)CCc2nnc3ccc(N4CCC(C)CC4)nn23)CC1
1	102	8	-19	2	0	-7	27	-0.5	Cc1cc(OCC(=O)NCc2ccncc2)c2c(C)cc(=O)oc2c1
-5	.	3	.	5	-1	5	.	-1.1	COc1ccc([N+](=O)[O-])cc1NC(=O)C(C)OC(=O)CC1CCCC1 (stereo unspecified)

A portion from further up, as a working copy:
GalR3 antag	MEKK3 PB1 HTS	CRFR2-BP antag	p-CIP stab down	IDE inh	CHRM4 PAM	IDE act	PHOSPHO1 inh	CRFR2-BP ag	mol
-6	116	-13	0	1	0	-3	33	0.6	C(=N\Nc1nc(-c2ccccc2)cs1)/c1cccs1
-6	96	13	.	-8	.	.	.	-2.2	O=C(C1=C[C@H](c2csc3ccccc23)C[C@H](OCc2ccc(CO)cc2)O1)N1CCCCCCC1

Only CRFR2-BP ag and GalR3 antag (five entries from above):
canonical_smiles	CRFR2-BP ag	GalR3 antag
CCN(CC)S(=O)(=O)c1ccc(/C(O)=C2/C(=O)C(=O)N(CCOC)C2c2ccccc2)cc1 (stereo unspecified)	-1.7	0
Cc1ccc2c(c1)N(CCC(=O)NCc1ccc3c(c1)OCO3)C(=O)CO2	-1.9	3
O=C(Nc1ccc(Br)cc1)C1CC(O)CN1C(=O)OCc1ccccc1 (stereo unspecified)	-1.7	-9
C(=N\Nc1nc(-c2ccccc2)cs1)/c1cccs1	0.6	-6
O=C(C1=C[C@H](c2csc3ccccc23)C[C@H](OCc2ccc(CO)cc2)O1)N1CCCCCCC1	-2.2	-6

Later entries.
GalR3 antag	MEKK3 PB1 HTS	CRFR2-BP antag	p-CIP stab down	IDE inh	CHRM4 PAM	IDE act	PHOSPHO1 inh	CRFR2-BP ag	mol
-5	.	38	.	.	2	.	.	0.7	COc1cc2c(cc1NC(=O)c1ccccc1-c1ccccc1C(=O)O)-c1ccccc1C2
-1	118	-16	-3	7	-4	-1	11	-0.7	Nc1cc(Cl)nc(N/N=C/c2c(O)ccc3ccccc23)n1
-7	.	5	.	0	4	9	.	-0.9	COc1ccc(CCCCCCOCc2ccccc2)cc1
2	106	-10	13	2	-7	8	29	-0.1	CSc1ccccc1OCc1cc(C(=O)NCCN2CCCc3ccccc32)no1
-8	105	-5	-2	8	2	-7	52	-3.6	Oc1cccc2ccc(N3CCOCC3)nc12
-10	95	-12	-9	2	-3	3	23	2.2	CCC1CCCCN1CCCNC(=O)c1ccc(CS(=O)(=O)Cc2ccc(Cl)cc2)o1 (stereo unspecified)
-2	86	7	-3	0	10	1	-2	0.4	CC(C)(C)n1nnnc1C(c1cc2cc3c(cc2[nH]c1=O)OCCO3)N1CCSCC1 (stereo unspecified)
-4	95	0	0	2	-9	-3	-19	-0.5	CC(=O)Oc1ccc(-c2cccc(C(=O)O)c2)cc1
4	99	-188	-47	8	6	-10	-6	160*	CCn1nc(-c2ccccc2)c2nc3ccccc3nc21
-7	108	7	-4	3	2	-1	42	0.3	COc1ccc(C(=O)NNC(=O)C(=O)NC2CCCCC2)cc1
-7	102	0	6	1	-17	2	38	-0.6	COc1ccccc1NC(=O)Cc1csc(NC(=S)Nc2ccccc2)n1
-7	103	-15	2	1	6	5	21	0.6	CN(C)S(=O)(=O)n1cc(/C=C(\NC(=O)c2ccccc2)C(=O)NCCCN2CCOCC2)c2ccccc21
-4	99	-40	12	-2	-2	5	8	-1.0	Cc1ccc(C)c(-n2cc(CN3CCN(C(=O)c4ncn[nH]4)CC3)c(-c3ccccc3)n2)c1
-5	99	-8	-1	3	-3	4	14	-0.8	CCc1ccccc1NC(=O)c1ccc(S(=O)(=O)NCC2CCCO2)cc1 (stereo unspecified)
4	102	-6	-21	-7	9	-1	4	5.0	CC1(C)CC(=O)c2cnc(NC(=O)Cc3ccc(Cl)cc3)nc2C1
-4	103	-3	0	5	-4	4	26	0.3	COc1ccc(NC(=O)C2C3C=CC4(O3)C2C(=O)N(CCN2CCCCC2)C4C(=O)NC2CCCCC2)cc1 (stereo unspecified)
5	103	-8	10	0	16	4	-25	-0.5	CCCN1C(=O)C(O)(C2CC(=O)CC(C)(C)O2)c2ccccc21 (stereo unspecified)
-10	108	1	-2	-2	-5	6	24	-5.5	Cc1c[nH]c2cccc(OCC(O)CNC(C)(C)C)c12 (stereo unspecified)
-6	.	5	.	-1	-5	.	.	-1.0	Cc1ccc(Sc2ncccc2N)cc1
-5	101	-22	6	0	-6	-3	-20	-2.1	CCOc1ccccc1N1CCN(C(=O)CCCc2nc3ccccc3s2)CC1
0	99	-14	4	-4	-7	2	36	-0.5	COc1cc(/C=C(\C#N)C(=O)Nc2ccccc2)ccc1OCCN1CCOCC1
-3	101	3	-2	0	0	8	32	2.0	O=C(NCCCn1ccnc1)c1cc(C(=O)C2CCCCC2)c[nH]1
-5	106	-1	-1	2	1	-3	1	1.0	C/C(=N/NC(=O)c1ccccc1)C1=C(O)CC(C)(C)CC1=O
2	101	-3	-17	1	0	4	9	-1.9	CCN(CC)C(=O)C(=O)N/N=C/c1cccs1
2	107	-1	-25	-2	3	6	3	-0.8	O=C(NCCC(=O)N1CCCC1)c1ccccc1Cl
1	101	-22	-8	4	1	6	-5	-3.0	CC(C)(C)OC(=O)N/N=C\c1ccc(OC(=O)c2cccs2)cc1
0	107	0	8	0	-2	-1	8	2.6	CC1CCC(N2CCN(c3ncccn3)CC2)C1 (stereo unspecified)
-4	.	-1	.	3	-12	-1	.	4.1	Cc1ccc(N(Cc2ccccc2)C(=O)c2ccc(Cl)c(S(=O)(=O)N3CCOCC3)c2)cc1
